# Pol eta inh – qHTS for Inhibitors of Polymerase Eta; DNA polymerase eta (Homo sapiens), Q9Y253; recombinant Pol eta, fluorescent DNA replication assay; Potency, µM (doses to about 114 µM), for inactives: at the highest dose activity change, negative = inhibition, hits mostly inhibitors; hit rate 1.2% among 390,000; also: potency is read from the fitted curve at half-maximal effect; % is scaled to controls: 0 for no effect and ±100 for the full control effect
# Target sequence (Q9Y253 whole entry, looked up): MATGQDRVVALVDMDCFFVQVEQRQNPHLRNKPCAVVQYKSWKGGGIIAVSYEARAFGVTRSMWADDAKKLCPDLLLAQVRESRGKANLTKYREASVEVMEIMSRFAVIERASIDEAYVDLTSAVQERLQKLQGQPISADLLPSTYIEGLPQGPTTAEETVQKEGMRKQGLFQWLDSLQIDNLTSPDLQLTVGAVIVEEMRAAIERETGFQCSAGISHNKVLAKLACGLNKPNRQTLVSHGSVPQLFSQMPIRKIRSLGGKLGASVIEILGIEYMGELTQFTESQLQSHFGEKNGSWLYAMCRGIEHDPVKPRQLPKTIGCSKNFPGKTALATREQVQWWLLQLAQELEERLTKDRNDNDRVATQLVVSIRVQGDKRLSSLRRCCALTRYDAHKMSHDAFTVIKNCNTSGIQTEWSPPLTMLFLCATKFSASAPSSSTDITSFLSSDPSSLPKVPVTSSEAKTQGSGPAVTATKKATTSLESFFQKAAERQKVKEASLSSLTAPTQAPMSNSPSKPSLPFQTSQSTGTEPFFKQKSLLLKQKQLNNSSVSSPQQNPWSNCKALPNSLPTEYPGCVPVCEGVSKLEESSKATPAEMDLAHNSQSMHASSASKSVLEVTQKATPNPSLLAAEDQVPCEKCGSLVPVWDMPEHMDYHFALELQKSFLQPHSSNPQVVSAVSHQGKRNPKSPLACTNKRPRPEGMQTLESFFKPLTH
#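 Pol eta (10 nM) was preincubated with compounds for 15 min at room temperature, after which fluorescent replication substrate (50 nM final) was added to start the reaction. Fluorescence was read kinetically at 0 and 10 min.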
# Tb PGK inh – qHTS Assay to Find Inhibitors of Phosphoglycerate Kinase | AID 602233, 2012 | hit rate 0.043% among 380,000 | PGK/GAPDH coupled, Kinase-Glo luminescence, 60 min | Potency, µM (highest dose often 57.5 µM), inactives show top-dose activity change, negative = inhibition, usual class: inhibitors; also: potency is read from the fitted curve at half-maximal effect; % is scaled to controls: 0 for no effect and ±100 for the full control effect; nearly all actives have a fitted effect of over 60% in size
#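 Recombinant glycosomal PGK reaction used 1,3-bisphosphoglycerate generated in-well by GAPDH (100nM final) in 100mM TEA pH 7.6, 5mM MgCl2, 0.01% Tween-20. After 60 minutes at room temperature, ATP was read by Kinase-Glo Plus luminescence end-point.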
# POLB inh – qHTS Assay for Inhibitors of DNA Polymerase Beta; Potency, µM (titrated, usually from 114 µM), inactives show top-dose activity change, negative = inhibition, usual class: inhibitors; hit rate 1.3% among 340,000; AID 485314, 2010; P06746; Pol beta primer extension/strand displacement, fluorescence kinetic; also: potency is read from the fitted curve at half-maximal effect; % is scaled to controls: 0 for no effect and ±100 for the full control effect
#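 Enzyme-only controls used 10 nM Pol beta; buffer lacking enzyme served as negative control. Compound preincubated 15 min, then 50 nM substrate added; 0 and 10 min reads at room temperature.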
# APEX1 inh – qHTS Assay for Inhibitors of the Human Apurinic/apyrimidinic Endonuclease 1 (APE1) | Potency, µM (titrated, usually from 65.8 µM), for the others: top-dose activity change, negative = inhibition, actives largely listed as inhibitors | hit rate 0.35% among 350,000 | recombinant APE1, TAMRA/BHQ-2 abasic DNA cleavage fluorescence | AID 2517, 2012;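 also: potency is read from the fitted curve at half-maximal effect; plate controls were vehicle for no effect and reference inhibitor for full effect; nearly all actives have a fitted effect of over 55% in size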
#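 Quantitative HTS: incision of a TAMRA/BHQ-2 double-stranded substrate bearing a tetrahydrofuran abasic site by 0.75 nM APE1 raises fluorescence. Substrate 50 nM final, added after 15 min compound preincubation at room temperature; progress as third-minus-first kinetic read difference.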
# Apoferritin bind – qHTS Assay for Identification of Novel General Anesthetics | Ferritin light chain (Equus caballus), P02791 | apoferritin/1-aminoanthracene competitive binding, fluorescence | Potency, µM (top dose mostly 77.5 µM), without a hit: at the top dose activity change, negative = displacement, hits mostly inhibitors | hit rate 0.074% among 350,000 | AID 485281, 2010; also: potency is read from the fitted curve at half-maximal effect; % is scaled to controls: 0 for no effect and ±100 for the full control effect; nearly all actives have a fitted effect of over 20% in size
# Target sequence (P02791 2-175 limits assumed): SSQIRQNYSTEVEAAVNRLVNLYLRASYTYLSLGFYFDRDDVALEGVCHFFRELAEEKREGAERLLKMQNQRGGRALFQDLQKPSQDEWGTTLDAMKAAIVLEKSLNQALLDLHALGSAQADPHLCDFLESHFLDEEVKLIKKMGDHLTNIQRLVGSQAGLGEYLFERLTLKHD
#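 In PBS, apoferritin at 10 uM is loaded with 1-AMA from a 50% saturated solution. After 10 min of compound exposure at ambient temperature, reduced 535 nm fluorescence indicates probe displacement.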
# POLI inh – qHTS for Inhibitors of Polymerase Iota. DNA polymerase iota (Homo sapiens), Q9UNA4. Pol iota fluorescent replication assay, 10 min. Potency, µM (series often up to 115 µM), without a hit: top-dose activity, negative = inhibition, usual class: inhibitors. hit rate 1% among 390,000. AID 588590, 2011; also: potency is read from the fitted curve at half-maximal effect
#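 Pol iota at 10 nM preincubated 15 min with compounds at room temperature; reaction started with fluorescent substrate, 50 nM final. Fluorescence read kinetically at 0 and 10 min; buffer-only wells as negative control.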
# POLK inh – qHTS for Inhibitors of Polymerase Kappa; DNA polymerase kappa (Homo sapiens), Q9UBT6; purified Pol kappa, fluorescent DNA synthesis assay, 10 min; Potency, µM (top dose mostly 107 µM), for the others: top-dose activity, negative = inhibition, usual class: inhibitors; hit rate 0.53% among 400,000; AID 588579, 2011; also: potency is read from the fitted curve at half-maximal effect; % is scaled to controls: 0 for no effect and ±100 for the full control effect
#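 Activity was followed as the change in fluorescence between reads at 0 and 10 min after starting the reaction with 50 nM substrate. Beforehand, 10 nM polymerase had been preincubated with compound for 15 min at room temperature.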
# BLM inh – qHTS Assay for Inhibitors of Bloom's syndrome helicase (BLM). recombinant BLM DNA unwinding, fluorescence dequenching. Potency, µM (doses to about 56.1 µM), for the others: top-dose activity change, negative = inhibition, actives largely listed as inhibitors. hit rate 0.2% among 350,000;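 also: potency is read from the fitted curve at half-maximal effect; plate controls were vehicle for no effect and no enzyme for full effect; nearly all actives have a fitted effect of over 35% in size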
# RXFP1 antag – qHTS Assay for Antagonists of the Relaxin Receptor RXFP1. Relaxin receptor 1 (Homo sapiens), Q9HBX9. activity change, negative = inhibition, % at 57.5 µM. AID 1259400, 2018. HEK293-RXFP1, relaxin-stimulated cAMP HTRF, 30 min; stronger effect = lower value. hit rate 0.59% among 350,000;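 active = activity change of -60% or lower, but not beyond a set lower limit; inconclusive = change between -60% and -40%, or beyond the set limit; inactive = change above -40%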; also: % is scaled to controls: 0 for no effect and ±100 for the full control effect
# Starred values were filed as active, the others as inactive; i = inactive; ? = inconclusive; · = no result given; & = joins results of further samples; [ ] = dose if it differs, or a comment. Unless noted, calls follow the shape of the dose curve; as a rule, active = well fitted curve in the direction sought with a large enough effect; inconclusive = small, poorly fitted or top-dose-only effect, or another doubt; inactive = no such curve, though single readings can be large; an effect the other way counts as inactive or inconclusive. This is a subset. The share of hits here may be higher or lower than overall.
Pol eta inh,Tb PGK inh,POLB inh,APEX1 inh,Apoferritin bind,POLI inh,POLK inh,BLM inh,RXFP1 antag,Molecule
-9%,-3%,2%,2%,-8%,2%,-11%,0%,-6,O=C(NCc1ccc(F)cc1)C(Cc1ccccc1)NS(=O)(=O)c1cccs1 (stereo not drawn)
·,·,41%,-1%,3%,·,·,-1%,·,Cc1c(N/C(=N/S(=O)(=O)c2ccc(Cl)cc2)c2ccccc2)c(=O)n(-c2ccccc2)n1C
-9%,-6%,1%,10%,-12%,?,-4%,-4%,-16,CCN1CCc2nc(SCC(=O)Nc3ccc(OC)cc3)c(C#N)cc2C1
-22%,-5%,5%,18%,-17%,4%,0%,-10%,6,CCN(Cc1nc2ccccc2n1C)c1ccccc1
8%,i,5%,-4%,-10%,104%[activator],-2%,-2%,·,COc1cccc2c(=O)n(CC(=O)Nc3cccc(F)c3)ccc12
-6%,i,-18%,·,-4%,5%,-6%,-6%,·,COc1ccc(-c2noc(N(c3nc(-c4ccc(OC)c(OC)c4)no3)c3ccccc3OC)n2)cc1OC
10µM*,6%,?,?,-8%,?,-40%,-4%,2,CCOC(=O)C1=C(O)/C(=C/c2ccc(-c3ccccc3C(=O)O)o2)SC1=Nc1ccc(OC)cc1
-9%&-8%,0%,1%&9%,-5%,-19%&-2%,-13%&15%,15%&7%,2%&1%,-7&-20,Cc1nc2sccn2c(=O)c1S(=O)(=O)Nc1ccc(N2CCN(C)CC2)cc1
-10%,7%,36%,4%,-5%,-12%,-2%,-1%,12,O=C(CC1C(=O)NCCN1Cc1cccc(F)c1)NCCCOc1cccnc1 (stereo not drawn)
-23%,-4%,5%,-3%,-5%,14%,0%,-12%,9,CCOC(=O)C(CC(=O)Nc1nc(C(C)=O)c(C)s1)C(C)c1ccccc1 (stereo not drawn)
-5%,-2%,·,·,·,-7%,-3%,·,2,O=C(O)c1cccc(NC(=O)c2ccccc2)c1
8%,5%,0%,9%,-22%,18%,-4%,4%,-8,O=C(O)[C@H]1CCCC[C@H]1C(=O)Nc1ccc(Nc2ccccc2)cc1
-14%,-6%,-27%,·,-14%,13%,-12%[60.1 µM],-2%,?,CCOC(=O)c1c(C)[nH]c(CCC(=O)NCCCN2CCN(c3cccc(Cl)c3)CC2)c1C
-6%,·,9%,-8%,-15%,10%,-8%,-7%,-11,COc1ccc(Cc2noc(-c3ccc(OC)c(OC)c3)n2)cc1OC
-4%,-7%,·,4%,·,6%,2%,·,10,O=C(NCC(=O)N1CCCC(C(F)(F)F)C1)c1ccco1 (stereo not drawn)
-5%,-5%,-19%,·,-1%,11%,-16%,-8%,-13,COc1ccc(Cl)cc1NC(=O)NCc1noc2ccccc12
5%,-7%,7%,18%,-4%,-28%,-2%,-7%,1,Cc1cccc(-n2ccc(=O)c(C(=O)O)n2)c1
-20%,0%,18%,47%,1%,-6%,6%,0%,-11,O=C(O)c1ccccc1SCc1csc(-c2ccccc2)n1
-2%,i,0%,3%,-3%,-2%,-1%,-9%,4,O=C(O)C1CC=CCC1C(=O)NCc1cn2ccccc2n1 (stereo not drawn)
-18%,-7%,·,·,·,32%[activator],4%,·,·,CN(Cc1ccccc1)C(=O)c1cccc(NC(=O)Cc2ccc(NC(=O)C3CCN(C(=O)CCc4ccccc4)CC3)cc2)c1
-9%,i,40µM*,12%,7%,79µM*,-2%,-5%,·,O=C(N/N=C/c1ccncc1)c1ccc(-n2cccc2)cc1
-6%,-7%,·,50%[activator],·,2%,-13%,·,14,CC(=O)c1c(C)[nH]c(C(=O)COC(=O)c2ccc(C)s2)c1C
-21%,-6%,·,-11%,·,55%[activator],-3%,·,9,COc1ccccc1C(=O)NC(=O)COC(=O)c1oc2ccccc2c1C
3%,-2%,28%,24µM*,0%,54%[activator],-12%,35%[activator],-12,CN(/N=C/c1ccc(N(C)C)cc1)C1=NS(=O)(=O)c2ccccc21
-9%,-3%,-4%,·,-5%,-11%,4%,-8%,-12,N#Cc1ccccc1Cn1c(=O)n(-c2cccc(C(F)(F)F)c2)c(=O)c2sccc21
-7%,i,-1%,-6%,0%,17%,12%,2%,·,COCCCNC(=O)CC1Oc2ccccc2NC1=O (stereo not drawn)
-5%,-3%,18%,0%,?,12%,-2%,0%,2,Cc1ccc(NC(=O)c2cnn(-c3ccccc3)c2NC(=O)c2ccco2)cc1C
-7%,-3%,-7%,12%,-6%,121%[activator],-18%,-6%,-19,Cc1ccc(S(=O)(=O)c2nnn(-c3cccc(F)c3)c2N)cc1
5%,7%,1%,-2%,-9%,5%,-2%,-2%,-3,COC(=O)c1ccc(Oc2cc(C)nc(NCc3ccccc3)n2)cc1
-22%,9%,·,9%,·,19%,-7%,·,·,CC(=O)C[C@@H](O)CC(=O)[C@@H]1OC(=O)[C@@H](C)CCCCc2ccccc21
-3%,-3%,-1%,-3%,-7%,41%[activator],-16%,1%,-15,Cc1cccc(C)c1NC(=S)N/N=C1\CC2CC=CC12 (stereo not drawn)
14%,-2%,-1%,8%,3%,21%,0%,0%,3,COc1ccccc1OCc1nc(C#N)c(N2CCC(C(N)=O)CC2)o1
-18%,-9%,0%,·,?,4%,1%,-2%,-27,CC(C)(C)OC(=O)N1CCC(c2c(C(=O)NCc3cccs3)cnn2-c2ccc(F)cc2F)CC1
-7%,-9%,·,·,·,-28%,0%,·,·,CCCCN1CC(COCc2ccccc2)Oc2cccc(Oc3ccc(C)cc3)c2S1(=O)=O (stereo not drawn)
-24%,-6%,30%,15%,-4%,76%[activator],-13%,-7%,-5,O=C(Nc1ccc(N2CCOCC2)cc1)c1ccccc1SCC(=O)N1CCCC1
-6%&-12%,-9%,8%&4%,1%,-5%&-7%,15%&-17%,-26%,-1%&2%,7&-9,Cc1ccccc1CN1C(=O)c2ccccc2Sc2ccc(C(=O)O)cc21

# Pulled one by one from the list above:
Pol eta inh,Tb PGK inh,POLB inh,APEX1 inh,Apoferritin bind,POLI inh,POLK inh,BLM inh,RXFP1 antag,Molecule
5%,7%,1%,-2%,-9%,5%,-2%,-2%,-3,COC(=O)c1ccc(Oc2cc(C)nc(NCc3ccccc3)n2)cc1
-6%,i,-18%,·,-4%,5%,-6%,-6%,·,COc1ccc(-c2noc(N(c3nc(-c4ccc(OC)c(OC)c4)no3)c3ccccc3OC)n2)cc1OC

# The results go on.
Pol eta inh,Tb PGK inh,POLB inh,APEX1 inh,Apoferritin bind,POLI inh,POLK inh,BLM inh,RXFP1 antag,Molecule
-19%,-4%,0%,-2%,-18%,-3%,-20%,0%,2,CS/C(=N\S(=O)(=O)c1cccs1)Nc1ccc(F)cc1
-9%,-7%,10%,-4%,-6%,-2%,0%,1%,7,O=C(N/N=C/c1ccc(N2CCOCC2)o1)c1ccccc1[N+](=O)[O-]
-6%,-5%,·,4%,·,-22%,34%,·,-3,COc1cc(/C=C/C(=O)OCC(=O)NCC(=O)Nc2cccc(C)c2C)ccc1OC(F)F
-1%,-6%,37%[activator],1%,-3%,94%[activator],-6%,2%,-2,CCn1nnnc1-c1ccc(OC)c(S(=O)(=O)Nc2ccc(S(N)(=O)=O)cc2)c1
-22%,8%,·,-23%,·,21%,0%,·,-14,O=C(COC(=O)c1cc(S(=O)(=O)N2CCCC2)ccc1O)Nc1ccc(SC(F)F)cc1
-10%,-3%,5%,·,-11%,15%,-25%,-7%,·,COc1ccc(OC)c(NC(=O)Cn2c(=O)n(Cc3ccco3)c(=O)c3cc(OC)c(OC)cc32)c1
-3%,1%,-5%,13%,7%,10%,-13%,-1%,0,COc1ccccc1CNC(=O)c1cc(C(C)=O)c[nH]1
-11%,0%,26%,11%,1%,4%,-10%,-3%,-4,CCOC(=O)C1=C(C)OC(N)=C(C#N)C1c1ccc(OC)c(CSc2ccccn2)c1 (stereo not drawn)
-16%,-9%,-22%,-6%,?,29%,-14%,-10%,1,CC(C)n1c(C(=O)OCC(=O)NCc2ccc3c(c2)OCO3)cc2sccc21
-24%,-1%,12%,1%,-12%,20%,-2%,1%,0,O=C1CCCCCN1C(=O)c1ccc(C(=O)N2CCCCCC2=O)cc1
-4%,0%,32%,13%,-13%,-4%,4%,7%,-14,CC(=O)Nc1cccc(/C(C)=N/NC(=O)c2cccs2)c1
-17%,-6%,-10%,-3%,-16%,9%,-6%,1%,-9,COCCCNCCCCOc1c(Cl)cc(C)cc1Br
-4%,-2%,-20%,-3%,-4%,1%,-7%,-3%,-1,Cc1ccc(-n2c(=O)c3sccc3n(CC(=O)NCc3ccco3)c2=O)cc1
-13%,-8%,19%,0%,-21%,7%,-1%,-1%,-24,Cc1cc(Cl)cc(C)c1OCCOCCNCc1ccccc1
-11%,11%,·,-4%,·,26%,-10%,·,-13,CCc1noc(C)c1C(=O)OCC(=O)Nc1nc(-c2ccc(F)c(F)c2)cs1
-3%,i,6%,7%,?,8%,4%,-3%,-1,NS(=O)(=O)c1cc(C(=O)N2CCc3ccccc32)c(Cl)cc1Cl
-17%,-3%,·,-1%[12.4 µM],·,25%,-11%,1%[12.4 µM],·,CCN1C(=O)N[C@H](c2ccc(Br)cc2)C(C(=O)OC)=C1C
-25%,4%,-27%,3%,?,25%,-4%,-16%,-4,CC(C)(C)c1ccc(OCc2ccc(C(=O)NCc3cccnc3)o2)cc1
-19%,i,10%,27%[12.4 µM],-6%,56%[activator],3%,1%,-3,CC(C(=O)N1CCN(Cc2ccc3c(c2)OCO3)CC1)n1cc([N+](=O)[O-])cn1 (stereo not drawn)
-5%,0%,8%,52%[activator],29%,19%,1%,-4%,5,CC(=O)Nc1ccc(NC(=O)c2ccc3c(c2)CCN3S(C)(=O)=O)cc1

# Screening data from PubChem.
